Screening data deposited in PubChem BioAssay by National Center for Advancing Translational Sciences (NCATS).
IL2 activator – activates IL-2 in a cell-based reporter assay | IL-2 activation reporter assay, cell-based qHTS; stimulated with anti-CD3/CD4/CD28 beads; in transgenic mouse T cells | activation, % (series mostly up to about 46 µM) | 360,000 compounds, 0.065% hits; in the data active = activation above about 50%; inconclusive = mostly about 30% to 49%; also: 0% is about no effect
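Unstimulated transgenic mouse T cells, 750 per well, received compound and, after 60 minutes, anti-CD3/anti-CD4 bead plus anti-CD28 stimulation. EGFP and DsRed were quantified after 18 hours.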
WRN inhibitor – WRN helicase (human) inhibition. Q14191. WRN helicase unwinding, fluorescent forked duplex, kinetic. Potency, µM (top dose mostly 114 µM), for the others: top-dose activity change, negative = inhibition, usual class: inhibitors. 360,000 compounds, 0.46% hits. AID 651768; also: potency is read from the fitted curve at half-maximal effect; % is scaled to controls: 0 for no effect and ±100 for the full control effect; nearly all actives have a fitted effect of over 55% in size
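Fluorescence dequenching readout, ex 525 nm/em 598 nm, kinetic mode: forked duplex DNA (100 nM final) with adjacent fluorophore and quencher unwound by WRN (20 nM final) with 2 mM ATP. Compound preincubation 15 min, room temperature.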
DRD3 antagonist – D3 dopamine receptor (human) antagonism; max response, negative = inhibition, %; 360,000 compounds, 2.5% hits; AID 652054; D3R cells, DiscoveRx beta-arrestin luminescence, antagonist mode; stronger effect = lower value; in the data active = max response below about -50%; inconclusive = no clear call, values can overlap the other calls; also: % is scaled to controls: 0 for no effect and ±100 for the full control effect; mostly tested at two doses, the higher about 12 µM
Target sequence (P35462 whole entry, looked up): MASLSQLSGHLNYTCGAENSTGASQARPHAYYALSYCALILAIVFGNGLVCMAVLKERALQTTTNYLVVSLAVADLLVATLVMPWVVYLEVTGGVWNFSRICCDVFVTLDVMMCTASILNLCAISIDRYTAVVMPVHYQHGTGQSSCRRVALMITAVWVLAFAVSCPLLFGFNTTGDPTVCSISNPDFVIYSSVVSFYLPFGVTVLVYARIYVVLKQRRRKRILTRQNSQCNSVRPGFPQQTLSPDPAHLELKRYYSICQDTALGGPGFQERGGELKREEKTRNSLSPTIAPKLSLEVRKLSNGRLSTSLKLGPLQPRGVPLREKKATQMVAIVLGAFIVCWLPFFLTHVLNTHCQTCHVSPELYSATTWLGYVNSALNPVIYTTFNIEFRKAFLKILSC
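Cells expressing the human receptor were seeded at 1500 cells/well, incubated overnight at 37 degrees C in 5% CO2, then exposed to library compounds with dopamine controls for 90 minutes at 37 degrees C before luminescent detection.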
GLP-1R agonist – agonists of human GLP-1 receptor. HEK293 GLP-1R CRE-luciferase, luminescence, 4-6 h; cells express a hypersensitive GLP-1R form. Potency, µM (titrated, usually from 45.6 µM), inactives show top-dose activation, usual class: activators. 380,000 compounds, 0.007% hits; also: potency is read from the fitted curve at half-maximal effect; % of control where 0% means no effect
Target sequence (P43220 whole entry, looked up): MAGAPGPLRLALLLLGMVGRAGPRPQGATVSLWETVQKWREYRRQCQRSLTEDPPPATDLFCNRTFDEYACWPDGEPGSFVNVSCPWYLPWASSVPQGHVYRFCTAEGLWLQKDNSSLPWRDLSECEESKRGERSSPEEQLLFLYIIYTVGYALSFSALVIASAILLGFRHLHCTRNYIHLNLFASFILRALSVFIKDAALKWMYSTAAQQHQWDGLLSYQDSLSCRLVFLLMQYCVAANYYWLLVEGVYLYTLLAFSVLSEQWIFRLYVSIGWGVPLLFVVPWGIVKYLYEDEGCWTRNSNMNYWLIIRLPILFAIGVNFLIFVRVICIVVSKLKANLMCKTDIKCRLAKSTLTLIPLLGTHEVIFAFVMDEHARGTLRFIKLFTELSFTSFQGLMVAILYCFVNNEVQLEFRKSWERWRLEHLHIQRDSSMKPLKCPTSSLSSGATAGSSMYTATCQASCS
GLP1R inv ag – inverse agonists of human GLP-1 receptor; Potency, µM (doses to about 38.3 µM), for the others: at the highest dose activity change, negative = inhibition, actives largely listed as inhibitors; HEK293 GLP-1R CRE-luciferase, luminescence, 24 h; GLP-1R form is constitutively active; 410,000 compounds, 1.6% hits; also: potency is read from the fitted curve at half-maximal effect; % is scaled to controls: 0 for no effect and ±100 for the full control effect; nearly all actives have a fitted effect of over 55% in size
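Seeding at 200 cells/uL, 12 h culture, 24 hr compound treatment, then luciferase reagent and a luminescence read; cells are HEK293 stably expressing a constitutively active GLP-1R plus cAMP-responsive luciferase.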
GLP1R cytotox – cytotoxic in the GLP-1 receptor inverse agonist counter-screen; HEK293 cAMP-luciferase reporter cells, luminescence, 24 h; 410,000 compounds, 0.13% hits; Potency, µM (doses to about 38.3 µM), without a hit: at the highest dose activity change, negative = inhibition, usual class: inhibitors;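 also: loss of luciferase light is scored as toxicity; potency is read from the fitted curve at half-maximal effect; % is scaled to controls: 0 for no effect and ±100 for the full control effect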
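Luminescence readout: signal drop marks cytotoxicity. Plated cells grew 12 h at 37 °C, 5% CO2, received 23 nL compound for 24 h, then got luciferase reagent, read after 12 min at RT.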
PLK1 PBD inh – PLK1 (human) polo-box domain binding inhibition | P53350 | Plk1 PBD binding of FITC phosphopeptide, fluorescence polarization | Potency, µM, for the others: max response, negative = inhibition, hits mostly inhibitors | 360,000 compounds, 2.8% hits; also: potency is read from the fitted curve at half-maximal effect; series mostly up to about 57 µM; % is scaled to controls: 0 for no effect and ±100 for the full control effect; nearly all actives have a fitted effect of over 65% in size
PI5P4K alpha inh – blocks human PI5P4K alpha kinase activity. P48426. PI5P4Kalpha enzyme, ADP-Glo luminescence, 60 min; stronger effect = lower value. max response, %. 330,000 compounds, 1.2% hits; active = max response of -50% or lower; inconclusive = between -30% and -50%; inactive = -30% or higher; also: value at the top dose of about 77 µM; % is scaled to controls: 0 for no effect and ±100 for the full control effect
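Compounds were pin-transferred onto PI5P4Kalpha and substrate in HEPES pH 7.4 buffer with EGTA, CHAPS and 5% DMSO. ATP (5 microM final) started the reaction, which ran 60 minutes at room temperature before ADP-Glo detection.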
DRD3 agonist – activates the human D3 dopamine receptor | P35462 | 410,000 compounds, 0.58% hits | max activation, % | D3R DiscoveRx beta-arrestin cells, luminescence, 90 min; in the data active = max activation above about 30%; also: 0% is about no effect; mostly tested at two doses, the higher about 12 µM
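Cells at 1500/well, incubated overnight, then treated with pinned compounds (dopamine as control) for 90 min at 37 degrees C. DiscoveRx reagent added for 30 - 60 minutes at room temperature; luminescence read.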
Numbers without * were called inactive; ? = inconclusive; . = no result given; [ ] = remark or other dose. Unless noted, calls follow the shape of the dose curve; as a rule, active = well fitted curve in the direction sought with a large enough effect; inconclusive = small, poorly fitted or top-dose-only effect, or another doubt; inactive = no such curve, though single readings can be large; an effect the other way counts as inactive or inconclusive.

SMILES	IL2 activator	WRN inhibitor	DRD3 antagonist	GLP-1R agonist	GLP1R inv ag	GLP1R cytotox	PLK1 PBD inh	PI5P4K alpha inh	DRD3 agonist
COc1cc(CN2CCN(c3ncccn3)CC2)cc(OC)c1	-0.7	-16%	-13	9%	-4%	6%	-2%	0	30
O=C(NCc1ccc(Cl)cc1)c1ccc(CNc2c(N3CCOCC3)c(=O)c2=O)cc1	-1.1	1%	2	2%	5%	2%	1%	-9	-6
COc1ccc2nc(NC(=O)c3ccccc3F)sc2c1	1.5	-12%	17	-7%	?	4%	-1%	-1	-9
Cc1cc(C(=O)OCC(=O)NCc2ccc(F)cc2)c2ccccc2n1	0.1	0%	4	12%	-1%	4%	1%	1	6
Cc1ccc2nc(/N=C(\N)NC(=O)NC3CCCCC3)nc(C)c2c1	-4.0	17%	-22	4%	?	?	11%	-12	-5
CCN(CC)CCN1C(=O)c2ccccc2NC1c1ccc(C)cc1 (stereo unspecified)	-1.4	-7%	-18	8%	-8%	3%	-1%	.	-20
Cc1ccc(N2CCN(C3C(=O)Nc4ccccc4-n4nnnc43)CC2)cc1 (stereo unspecified)	0.3	5%	18	.	4%	-7%	-8%	-26	3
CCCNC(=O)CCc1nnc2ccc(N3CCC(C)CC3)nn12	-2.5	5%	-1	1%	23%	15%	0%	3	13
COc1ccccc1C(=O)NC(=S)NNC(=O)c1sc2ccccc2c1Cl	-0.5	-20%	10	-8%	11%	10%	-26%	-52*	-3
CC(C)C[C@H]1CN(CCCC[C@H]2CNC(=O)C(=O)N2CCC2CCCCC2)C(=O)C(=O)N1CC1CCCCC1	0.4	6%	20	2%	12%	2%	-4%	0	8
O=C(NCc1ccco1)c1cc(-c2ccc3c(c2)OCO3)on1	-0.8	1%	22	-12%	-11%	-8%	-2%	.	-4
CC(=O)Nc1cc(-c2cccc(NS(C)(=O)=O)c2)cn2c(-c3ccccc3)cnc12	0.1	-17%	5	-2%	-15%	-11%	-17%	?	6
N#C/C(=C/c1ccc(N2CCCCC2)cc1)c1cccc(F)c1	-0.5	-23%[57.1 µM]	1	16%	?	-2%[1.53 µM]	9%	3	-8
CNc1nc(SCc2ccccc2Cl)nc2c1CCCC2	-0.1	-18%	8	2%	10µM*	-17%	-10%	27	0
Cc1cc(NS(=O)(=O)c2c(C)c(C)cc(C)c2C)no1	-1.3	9%	-3	-5%	-1%	6%	-7%	1	2
COc1ccc(Nc2oc(-c3ccc(OC)cc3)nc2C#N)cc1	-0.1	3%	3	28%	29%	12%	-9%	-2	-1
Cc1n[nH]c(=O)nc1N1CCN(c2ccccc2)CC1	-0.6	0%	-4	-9%	8%	16%	-4%	1	-3
CC(C)(C)n1nc2c(c1NC(=O)c1ccc(S(=O)(=O)N3CCCC3)cc1)CSC2	-0.6	-6%	9	-4%	-17%	-10%	-4%	-25	5
CCNCC(=O)Nc1ccc(N2CCOCC2)cc1	0.1	-13%	4	0%	-7%	-7%	-6%	0	2
COc1ccc(CNC(=O)CCNC(=O)N2CCn3c2nc2ccccc23)cc1	-3.7	-1%	-10	-1%	-3%	-3%	24µM*	-14	5
O=C(NN=C1CCCCCCCCCCC1)c1cccnc1	-0.2	3%	-10	-3%	19%	-4%	7%	-8	1
CC1=C(C(=O)Nc2ccccc2C)C2(CCCCC2)C(C(N)=O)C(=S)N1 (stereo unspecified)	0.5	-1%	-21	-4%	3%	-6%	-17%	0	2
O=C1NC(=S)SC1=Cc1ccc(Cl)cc1	-0.8	?	-20	0%	?	?	?	-51*	-1
O=C(Nc1ccccc1C(=O)NC(Cc1ccc(O)cc1)C(=O)O)c1ccccc1 (stereo unspecified)	1.1	-15%	-26	3%	2%	1%	-22%	1	-5
Cc1cc(NC(=O)c2c(Br)cnn2C)no1	-4.2	5%	7	-3%	13%	4%	1%	-1	12

Other entries:
SMILES	IL2 activator	WRN inhibitor	DRD3 antagonist	GLP-1R agonist	GLP1R inv ag	GLP1R cytotox	PLK1 PBD inh	PI5P4K alpha inh	DRD3 agonist
CC(=O)N1CCc2c(sc3c2c(=O)n(CCc2ccccc2)c(=O)n3CC(=O)Nc2ccc(C)c(F)c2)C1	.	.	.	-1%	10%	0%	.	.	-9
Cc1ccc(Oc2nc(C(F)(F)F)nc3ccccc23)cc1	-5.0	-13%	-2	6%	-12%	-2%	-3%	23	-1
COc1ccc(S(=O)(=O)NCc2ccccc2)cc1	0.1	1%	4	0%	-27%	-20%	0%	-4	3
C[C@@H]1CN([C@H](C)CO)C(=O)CCCn2nncc2CO[C@H]1CN(C)C(=O)Nc1ccnc(N2CCOCC2)c1	-1.8	-2%	5	-2%	-6%	-7%	-2%	-3	6
O=C(Nc1ccc(Cl)cc1Cl)c1n[nH]c(Cn2cncn2)n1	0.6	1%	20	0%	0%	2%	-4%	2	0
OCC[C@H]1C[C@@H](O)[C@H](O)[C@]2(CCc3ccccc3CO2)O1	-0.8	0%	-19	-6%	0%	3%	2%	0	1
CC(=O)C1=C(O)C(=O)N(CCC(=O)O)C1c1cccc(F)c1 (stereo unspecified)	-2.5	3%	-24	-1%	-4%	3%	-14%	.	-10
O=C(CCNc1n[nH]c(=O)[nH]c1=O)N1CCOCC1	-0.8	9%	7	-6%	1%	4%	0%	-2	1
CCOc1ccc(C(=O)NCC(=O)N2CCN(c3ccccc3O)CC2)cc1	0.6	10%	6	9%	-24%	-6%	-2%	-3	4
Cn1c(=O)[nH]c(=O)c2c1nc(SCC(O)CCl)n2Cc1ccccc1 (stereo unspecified)	0.4	-7%	15	22%	32%[activator]	-9%	0%	-4	15
Cc1ccc(C(=O)NC2CC(C)(C)NC(C)(C)C2)cc1S(=O)(=O)N1CCOCC1	-0.1	3%	17	-6%	-11%	14%	-7%	-8	-1
COc1cc(C)c(C(=O)CSc2nnc(CNC(=O)c3ccco3)n2C)cc1C	0.4	10%	-2	4%	4%	11%	-15%	2	-6
COc1ccc(-c2cn3cc(Br)cnc3n2)cc1	0.2	-6%[57.1 µM]	-5	-5%	9%	3%	-16%	2	-10
CCCc1nnc(SCc2ccc(OCC)cc2)n1N	-1.2	-16%	12	-5%	-5%	4%	-11%	-12	5
O=S(=O)(N/N=C/c1ccc(Cl)cc1)c1ccc(Cc2ncc(C(F)(F)F)cc2Cl)s1	-0.5	-13%	-73*	-5%	?	-13%	?	?	3
COc1ccc(S(=O)(=O)NN(C)C(=O)c2nn(-c3ccccc3)ccc2=O)cc1	5.0	-26%	12	14%	2%	11%	-4%	2	1
CN=C(c1ccc(C)cc1)n1c(=S)nc(-c2ccc(C)cc2)n(C)c1=S	0.2	4%[57.1 µM]	3	20%	?	?	-9%	-1	-6
CCN(CC(=O)NC(C)(C)C)C(=O)c1ccccc1SCC(=O)NC1CCCCCCC1	-4.0	-18%	0	-1%	-7%	4%	-8%	-3	2
CC(C)C[C@H](NC(=O)CCn1nnc2ccccc2c1=O)C(=O)O	-2.1	6%	-10	-5%	10%	-10%	19µM*	-11	0
Cc1ccc(NC(=O)N2N=C(c3ccc(F)cc3)CC2c2ccc(F)cc2)cc1 (stereo unspecified)	-1.3	-1%	-24	-22%	-15%	16%	-8%	5	-6
COc1ccc(-c2nnc(NC(=O)c3ccc(S(=O)(=O)N4CCCc5ccccc54)cc3)o2)cc1	-1.6	-14%	10	-10%	?	-6%	32µM*	-26	1
CCOC(=O)C1=C(C)Nc2ncnn2C1c1ccccc1F (stereo unspecified)	0.0	-2%	-3	15%	5%	-13%	-6%	-2	4
CCCc1[nH]nc2c1C(c1ccc(O)cc1OCC)C(C#N)=C(N)O2 (stereo unspecified)	-0.2	-13%	12	-11%	1%	-12%	-11%	-19	3
COc1ccc(C2CC(=O)C3=C(C2)Nc2ccccc2N(C(=O)C2CC2)C3c2cccnc2)cc1OC (stereo unspecified)	-2.8	3%	-14	-1%	0%	5%	-11%	.	8
Cn1c(=O)[nH]c(=O)c2c1nc(N1CCN(C(c3ccccc3)c3ccccc3)CC1)n2CCO	0.3	3%	6	2%	?	3%	-2%	4	-3

More compounds follow:
SMILES	IL2 activator	WRN inhibitor	DRD3 antagonist	GLP-1R agonist	GLP1R inv ag	GLP1R cytotox	PLK1 PBD inh	PI5P4K alpha inh	DRD3 agonist
CCOC(=O)c1sc(CS(=O)(=O)c2ccc(Cl)cc2)nc1C	-3.7	2%	0	14%	4%	3%	-10%	0	-2
CN(Cc1ccco1)C(=O)Cn1cc(S(=O)(=O)N2CCCC2)c(S(=O)(=O)N2CCCC2)c1	-2.3	-6%	3	4%	1%	6%	-11%	-3	7
COc1ccc(OCC(=O)Nc2ccccc2N2CCN(C)CC2)cc1	0.9	3%	-7	-1%	?	4%	3%	-4	-2
O=C(NCCc1ccc(Cl)cc1)c1cc2c(s1)-c1ccccc1OC2	.	.	.	3%	?	-10%	.	.	-9
Cn1cccc1CC(=O)N/N=C/c1ccco1	3.9	-1%	-6	7%	1%	4%	-8%	1	8
Cc1cccc(C)c1NC(=O)COC(=O)c1cccnc1	0.9	7%	2	1%	-3%	6%	-4%	1	2
CN1CCn2cnc(C(=O)NCc3ccccc3)c2C1=O	-0.9	0%	0	-3%	15%	2%	-5%	-8	-9
C/C(=N/NC(=O)Cc1cccn1C)c1ccccc1	0.8	-9%	12	3%	23%	2%	-4%	.	4
Nc1ccc(N2CCCCC2)c(S(=O)(=O)Nc2ccc(Cl)cc2)c1	-0.7	-7%	-6	5%	-48%	5%	-12%	-1	-5
Cc1ccc2cc(C)c3nnc(SCC(=O)N4CCN(C(=O)c5ccco5)CC4)n3c2c1	-0.5	-17%	-2	-2%	0%	0%	-5%	.	-7
COCCNC(=O)C(=O)NCC1OCCN1S(=O)(=O)c1ccc(F)cc1 (stereo unspecified)	0.8	-18%	-18	-3%	2%	13%	-7%	2	-8

Structural class, the entries above with bromine.
SMILES	IL2 activator	WRN inhibitor	DRD3 antagonist	GLP-1R agonist	GLP1R inv ag	GLP1R cytotox	PLK1 PBD inh	PI5P4K alpha inh	DRD3 agonist
Cc1cc(NC(=O)c2c(Br)cnn2C)no1	-4.2	5%	7	-3%	13%	4%	1%	-1	12
COc1ccc(-c2cn3cc(Br)cnc3n2)cc1	0.2	-6%[57.1 µM]	-5	-5%	9%	3%	-16%	2	-10
